Compound activity as filed in PubChem.
Epigenetic mod: epigenetic modulators derepressing GFP locus in mouse cells; mouse C127i GFP locus derepression, cytometry, 30 h; Potency, µM (top dose mostly 46.1 µM), without a hit: top-dose GFP derepression (activation); actives 0.09% (n = 68,000); AID 597; also: % of control where 0% means no effect
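Read-out is the number of GFP-positive cells, scored as fluorescent objects 20 to 120 um wide, reflecting derepression of a silenced CMV-GFP reporter in murine C127i cells after 30 h compound exposure at 37 C.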
Hsp90 Hop PPI: changes Hsp90-Hop TPR2A binding signal, up or down. AlphaScreen TPR2A-His6 binding biotin-Hsp90 C-terminal peptide. Potency, µM (top dose mostly 57 µM), without a hit: at the top dose activity change, negative = inhibition. actives 0.44% (n = 71,000). AID 595; active = well fitted curve in either direction with a large enough effect; inconclusive = small, poorly fitted or top-dose-only effect, or another doubt; also: potency is read from the fitted curve at half-maximal effect; % is scaled to controls: 0 for no effect and ±100 for the full control effect; many of its hits are not listed in these tables
CRE Fsk mod: CRE-bla signaling modulation under forskolin stimulation; CHO CRE-bla reporter (cAMP response element driving beta-lactamase), forskolin EC10, beta-lactamase ratio; Potency, µM (series often up to 38.2 µM), without a hit: at the highest dose activity change, negative = inhibition, usual class: activators; actives 2.5% (n = 71,000); active = well fitted activation curve with a large enough effect in the signal ratio, with a control signal flat, not every such curve was filed as active; inconclusive = small, poorly fitted or top-dose-only effect, or effect the other way, or a change in a side signal; the % refers to the signal ratio; also: potency is read from the fitted curve at half-maximal effect; % of control where 0% means no effect
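AC50 values, positive or negative, reflect shifts in EC10 NKH 477-induced CRE-bla reporter activity in CHO cells. Incubation lasted 3 h at 37 °C before CCF4 substrate (2 h, room temperature) and ratiometric 460/530 nm reading.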
USP2a inhib: inhibitors of human ubiquitin-specific protease USP2a; O75604; USP2a enzymatic assay, qHTS inhibition; Potency, µM (series often up to 38.3 µM), inactives show at the highest dose activity change, negative = inhibition, most hits filed as inhibitors; actives 0.1% (n = 60,000); AID 927;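 also: potency is read from the fitted curve at half-maximal effect; nearly all actives have a fitted effect of over 60% in size; plate controls were DMSO for no effect and NEM full inhibition control for full effect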
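20 nM USP2 core + cpd, 30 min RT; add 20 nM Ub-PLA2/20 uM NBD C6-HPC; read Ex460/Em535 at 0 h and 2.5 h. Normalized to NEM; qHTS curve fit/classification.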
DNA Pol III inh: inhibitors of bacterial DNA polymerase III holoenzyme; reconstituted DNA polymerase III holoenzyme replication, biochemical; actives 0.25% (n = 71,000); AID 603; Potency, µM (doses to about 57.1 µM), without a hit: at the top dose activity change, negative = inhibition; also: potency is read from the fitted curve at half-maximal effect; % is scaled to controls: 0 for no effect and ±100 for the full control effect
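Reconstituted *E. coli* holoenzyme (0.35 nM Pol III, 1 nM beta, 154 nM SSB, 2 nM primase) was preincubated with compound for 15 min at RT. Synthesis on 1.4 nM ssM13Gori ran 35 min, then was stopped with PicoGreen/EDTA and read as dsDNA fluorescence.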
HBB splice mod: hemoglobin beta splicing modulation; actives 0.06% (n = 65,000); Potency, µM (top dose mostly 46.1 µM), without a hit: at the top dose activation, hits mostly activators; HBB splicing reporter cell assay, activation; EGFP reporter with mutant IVS2-654 intron; response scale: normalised to 500 nM splice-correcting PNA; also: potency is read from the fitted curve at half-maximal effect; 0% is about no effect
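HeLa cells stably expressing EGFP interrupted by mutant beta-globin intron 2 (IVS2-654), 500/well in 2% FCS. Treated with compound for 2 days at 37C. Splicing correction scored as total well GFP intensity (488 nm excitation, 500-520 nm emission); 500 nM antisense PNA served as control.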
BRCT inh green: BRCA1 BRCT-phosphoprotein interaction inhibition | BRCA1 BRCT-phosphopeptide binding, green fluorescence polarization | Potency, µM (highest dose often 76.9 µM), for the others: at the highest dose activity change, negative = inhibition, hits mostly inhibitors | actives 0.05% (n = 75,000);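 also: potency is read from the fitted curve at half-maximal effect; plate controls were peptide without protein for full effect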
Target sequence (P38398 whole entry, looked up): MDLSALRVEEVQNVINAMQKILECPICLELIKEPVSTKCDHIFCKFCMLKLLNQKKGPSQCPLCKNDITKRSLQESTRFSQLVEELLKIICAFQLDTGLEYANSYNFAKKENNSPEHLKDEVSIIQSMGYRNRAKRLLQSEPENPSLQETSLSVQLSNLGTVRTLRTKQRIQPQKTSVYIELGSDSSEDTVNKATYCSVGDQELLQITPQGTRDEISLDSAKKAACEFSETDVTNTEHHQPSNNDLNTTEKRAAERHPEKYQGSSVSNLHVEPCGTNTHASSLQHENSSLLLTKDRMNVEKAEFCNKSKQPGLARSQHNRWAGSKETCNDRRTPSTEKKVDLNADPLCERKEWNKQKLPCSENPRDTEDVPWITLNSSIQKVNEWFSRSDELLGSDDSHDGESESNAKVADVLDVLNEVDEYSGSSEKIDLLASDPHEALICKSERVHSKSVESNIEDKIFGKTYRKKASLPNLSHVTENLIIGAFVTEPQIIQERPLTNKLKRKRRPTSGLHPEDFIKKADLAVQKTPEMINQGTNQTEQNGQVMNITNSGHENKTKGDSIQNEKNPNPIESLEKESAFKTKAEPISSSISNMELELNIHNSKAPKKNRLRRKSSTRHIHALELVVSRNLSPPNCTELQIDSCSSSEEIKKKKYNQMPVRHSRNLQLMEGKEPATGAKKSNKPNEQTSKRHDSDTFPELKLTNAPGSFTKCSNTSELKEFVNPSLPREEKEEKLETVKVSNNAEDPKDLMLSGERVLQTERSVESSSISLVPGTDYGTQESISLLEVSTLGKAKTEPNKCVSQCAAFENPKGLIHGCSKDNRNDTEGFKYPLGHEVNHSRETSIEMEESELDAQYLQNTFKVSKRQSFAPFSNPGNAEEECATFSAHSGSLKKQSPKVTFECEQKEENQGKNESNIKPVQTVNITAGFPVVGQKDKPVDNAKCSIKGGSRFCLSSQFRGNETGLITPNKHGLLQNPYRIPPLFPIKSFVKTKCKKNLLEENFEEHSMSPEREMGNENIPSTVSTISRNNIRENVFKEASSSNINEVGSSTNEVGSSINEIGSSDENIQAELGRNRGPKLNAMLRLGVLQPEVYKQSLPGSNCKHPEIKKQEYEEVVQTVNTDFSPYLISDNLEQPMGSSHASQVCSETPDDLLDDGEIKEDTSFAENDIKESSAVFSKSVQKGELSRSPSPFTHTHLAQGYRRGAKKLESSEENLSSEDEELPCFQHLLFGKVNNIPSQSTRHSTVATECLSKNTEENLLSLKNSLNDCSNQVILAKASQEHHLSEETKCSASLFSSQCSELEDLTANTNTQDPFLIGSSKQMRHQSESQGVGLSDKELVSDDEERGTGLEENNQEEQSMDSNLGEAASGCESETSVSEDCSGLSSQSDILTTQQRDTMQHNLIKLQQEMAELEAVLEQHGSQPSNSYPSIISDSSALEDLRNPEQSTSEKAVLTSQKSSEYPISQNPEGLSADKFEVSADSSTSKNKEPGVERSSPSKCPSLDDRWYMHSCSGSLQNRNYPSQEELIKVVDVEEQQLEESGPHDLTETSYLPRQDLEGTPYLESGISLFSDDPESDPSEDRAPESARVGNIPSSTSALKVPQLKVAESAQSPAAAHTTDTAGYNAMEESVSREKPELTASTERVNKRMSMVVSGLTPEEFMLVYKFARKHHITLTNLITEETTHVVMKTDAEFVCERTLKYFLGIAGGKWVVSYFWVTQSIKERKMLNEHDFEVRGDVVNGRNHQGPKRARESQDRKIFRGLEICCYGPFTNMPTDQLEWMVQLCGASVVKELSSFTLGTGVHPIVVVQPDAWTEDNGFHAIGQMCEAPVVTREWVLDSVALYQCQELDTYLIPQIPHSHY
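Fluorescence polarization: His-tagged BRCT (~35 kDa BRCA1 C-terminus, 250 nM) bound to 100 nM fluorescein-labeled phosphorylated 10-aa BACH1 peptide, pH 7.3 phosphate buffer with DTT and Tween 20. Compounds incubated 12 min at room temperature; inhibition read as lowered polarization.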
HADH2 inh: inhibitors of human HADH2 dehydrogenase; Q99714; recombinant HADH2, NADH fluorescence, beta-hydroxybutyryl-CoA; Potency, µM (titrated, usually from 57.1 µM), for inactives: at the highest dose activity change, negative = inhibition, actives largely listed as inhibitors; actives 3.4% (n = 73,000); also: potency is read from the fitted curve at half-maximal effect; % is scaled to controls: 0 for no effect and ±100 for the full control effect; nearly all actives have a fitted effect of over 60% in size; many of its hits are not listed in these tables
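Read-out: 360 nm excitation, 450 nm emission, kinetic over 4 min. Conditions: His-tagged human HADH2 20 nM, pH 9.0 Tris with Tween-20, 1 mM NAD+, 90 uM beta-hydroxybutyryl-CoA.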
15-hLO inh: inhibitors of human 15-lipoxygenase (ALOX15); purified 15hLO-1, xylenol orange hydroperoxide absorbance; Potency, µM (titrated, usually from 57.1 µM), for inactives: top-dose activity change, negative = inhibition, most hits filed as inhibitors; actives 1.4% (n = 74,000); AID 887; also: potency is read from the fitted curve at half-maximal effect; % is scaled to controls: 0 for no effect and ±100 for the full control effect; nearly all actives have a fitted effect of over 55% in size
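40 nM 15hLO-1 + cpd, 15 min RT; start w/ 50 uM AA (final), 6 min RT; stop/detect w/ 200 uM XO + 300 uM Fe(II) in 50 mM H2SO4, 30 min; A573/A405. Buffer 25 mM Hepes pH 7.5, 0.01% Triton X-100. No-enzyme wells as negative control.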
Ub-GFP proteasome: proteasome inhibitors stabilizing ubiquitin-GFP reporter | Ubiquitin-GFP reporter cells, proteasome inhibition, GFP fluorescence; response scale: untreated = 0%, 10 µM MG-132 = 100% | Potency, µM (titrated, usually from 45.9 µM), for inactives: top-dose activation (GFP accumulation), actives largely listed as activators | 67,000 tested, under 10 active | AID 526; active = well fitted activation curve with a large enough effect, not every such curve was filed as active; inconclusive = small, poorly fitted or top-dose-only effect, or another doubt; inactive = no such curve, though single readings can be large or run the other way; also: potency is read from the fitted curve at half-maximal effect
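Reporter cells (U2OS, ubiquitin-G76V-GFP fusion) are plated overnight, then treated 4 hr at 37 °C with compound titrations from 46 uM down to 2.9 nM. Activity is scaled against untreated cells and 10 uM MG-132.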
BRCT PPI red: BRCT-phosphoprotein interaction inhibition (red fluorophore). AID 892. BRCT-phosphopeptide binding, red fluorescence polarization. actives 0.03% (n = 75,000). Potency, µM (doses to about 76.9 µM), inactives show at the top dose activity change, negative = inhibition, hits mostly inhibitors. P38398; also: % is scaled to controls: 0 for no effect and ±100 for the full control effect
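Rhodamine-labelled pBACH1 10-mer (100 nM) bound to BRCT domain (100 nM) at pH 7.3; compounds incubated 12 min room temperature, polarization read. Free peptide defines full inhibition; unlabelled decapeptide titrated as control.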
* = called active by the depositor; u = inconclusive; x = no result given; & = joins results of further samples; [ ] = remark or other dose. Unless noted, calls follow the shape of the dose curve; as a rule, active = well fitted curve in the direction sought with a large enough effect; inconclusive = small, poorly fitted or top-dose-only effect, or another doubt; inactive = no such curve, though single readings can be large; an effect the other way counts as inactive or inconclusive.

SMILES	Epigenetic mod	Hsp90 Hop PPI	CRE Fsk mod	USP2a inhib	DNA Pol III inh	HBB splice mod	BRCT inh green	HADH2 inh	15-hLO inh	Ub-GFP proteasome	BRCT PPI red
O=C(Nc1sccc1C(=O)NCc1ccco1)c1cccnc1	2%	-5%	u	18%	-7%	3.1%	3.9%	-25%	-6%	-1%	-0.4%
COC(=O)C1=CNC=C(C(=O)OC)C1c1ccc(Cl)cc1	0%	19%	u	10%	0%	-0.7%	-0.9%	16µM*	0%	1%	0.6%
CCOC(=O)c1[nH]c(C)c(C(=O)c2cc(F)ccc2F)c1C	6%	-3%	13µM*	-18%	-1%	-1.7%	3.6%	3%	-25%	-6%	-3.0%
O=C(Nc1nccs1)c1ccc(COc2ccccc2Br)o1	-3%	-3%	14%	28%	-2%	-1.1%	0.6%	-25%	5%	6%	0.1%
Cc1nc(NCCc2cnc[nH]2)c2oc3ccccc3c2n1	3%	-8%	11%	27%	-4%	-1.7%	-0.6%	4%	-9%	7%	0.5%
Clc1ccc(CSc2nnc(-c3cccnc3)n2Cc2ccco2)c(Cl)c1	0%	-5%	-10%	3%	-3%	-1.0%	-0.9%	3%	-13%	-3%	-0.4%
COc1ccc(CCn2c(-n3nc(C)cc3C)nc3c2c(=O)[nH]c(=O)n3C)cc1	3%	-2%	u	1%	-1%	1.5%	-0.9%	10%	3%	-1%	1.6%
C[C@H](O/N=C1/[C@H]2O[C@@H]2[C@@H](O)[C@H]2[C@H]1CCn1c(=O)n(-c3ccccc3)c(=O)n12)c1cn([C@H](CO)Cc2ccccc2)nn1	x	x	x	x	x	-1.4%&-0.3%[9.22 µM]	0.9%&-1.8%[15.4 µM]	-8%&5%[11.4 µM]	16%&16%[11.4 µM]	x	0.8%&0.7%[15.4 µM]
COC(=O)[C@H](Cc1ccccc1)NC(=O)[C@@H](C)CO	x	x	x	x	x	1.8%[9.22 µM]	-1.8%[15.4 µM]	u	0%[11.4 µM]	x	1.5%[15.4 µM]
COCCN1Cc2cccc(C(=O)Nc3cccnc3)c2C1=O	-1%	-4%	56%	-4%	-8%	-4.2%	-1.8%	7%	2%	2%	-3.4%
CCCCCn1c(Sc2nc3ccccc3s2)nc2c1c(=O)[nH]c(=O)n2C	-1%	-2%	13µM*	54%[activator]	-10%	-3.2%[57.5 µM]	0.5%	18%	1%	3%	0.3%
CC1CN(CC(=O)N2CCc3[nH]c4ccccc4c3C2)CC(C)O1 (configuration not stated)	-2%	-3%	u	2%	2%	4.9%[1.84 µM]	-1.7%	15%	u	27%	-1.3%
O=C(O)c1cc(NCc2ccc3c(c2)OCO3)ccc1N1CCOCC1	4%	-8%	u	2%	-8%	4.3%[1.84 µM]	-1.9%	u	-7%	18%	-0.5%
COc1cccc(C2=NOC(C(=O)NCc3ccccc3)C2)c1 (configuration not stated)	-2%	1%	25µM*	-1%	0%	-0.4%	0.6%	11%	13%	18%	0.6%
CN(C)C(=O)c1ccc(COc2ccccc2Br)o1	2%	1%	3%	7%	-2%	-1.2%	0.6%	-6%	-18%	9%	-1.4%
C[C@H](O/N=C1/[C@H]2O[C@@H]2[C@@H](O)[C@H]2[C@H]1CCn1c(=O)n(-c3ccccc3)c(=O)n12)c1cn([C@H]2COC[C@H]2O)nn1	x	x	x	x	x	1.6%[9.22 µM]	-0.4%[15.4 µM]	-8%[11.4 µM]	1%[11.4 µM]	x	0.8%[15.4 µM]
N#Cc1ccc2ccn(CC(=O)NC3CCCCCC3)c2c1	-3%	0%	-1%	5%	-2%	x	-1.9%	-9%	-3%	3%	0.9%
CC1CN(C(=O)CSc2nnc(-c3ccncc3)n2-c2ccccc2)CC(C)O1 (configuration not stated)	0%	-1%	2%	7%	0%	-0.1%[57.5 µM]	0.5%	17%	-2%	4%	-1.7%
Cc1ccc(NCc2nnc(SCC(=O)OC3CCCCC3)o2)c(C)c1	1%	8%	-1%	-9%	0%	x	-0.5%	-7%	-13%	5%	-1.0%
Brc1ccc(C2=Nn3c(nnc3-c3n[nH]c4c3CCC4)SC2)cc1	4%	-4%	5µM*	37%[activator]	-3%	1.5%[1.84 µM]	-0.6%	3%	17%	16%	-0.3%
COc1ccccc1-c1nccc(NCc2cccc(C)c2)n1	0%[9.22 µM]	-8%	-7%	22%	-6%	-1.8%	-0.6%	-8%	-23%	-3%	1.1%
Cc1cc2oc(=O)cc(CN3CCC(C)CC3)c2cc1Cl	1%	3%	-7%	1%	-3%	-1.5%	-0.3%	-1%	-13%	-15%	-0.8%
Nc1nc(Nc2ccccc2Br)nc(C(F)(F)F)n1	0%	-3%	u	x	-4%	-0.3%	-0.7%	-5%	-13%	0%	-1.3%
CSCCC(NC(=O)CCN1C(=O)c2ccccc2C1=O)C(=O)O (configuration not stated)	-2%	-3%	u	0%	-5%	1.7%	-0.7%	-5%	4%	-2%	-0.2%
C=CCc1ccc(OCC(O)CN2CCCCC2C)c(OC)c1 (configuration not stated)	0%	u	u	-13%	0%	1.1%	-3.0%	12%	27%	2%	1.6%
CCOC(=O)N1CCN(c2ncnc3c2oc2nc(C(C)C)c4c(c23)CCC4)CC1	2%	1%	-1%	10%	1%	-0.9%[57.5 µM]	-3.1%	2%	6%	3%	1.4%
Cc1nc2ccccc2c(=O)n1CC(=O)N1CCOCC1	-2%	-2%	-1%	x	12%	-0.3%[57.5 µM]	-0.9%	6%	4%	-3%	0.6%
CCOc1ccc(CCNC(=O)CN2CCN(Cc3ccccc3C)C2=O)cc1OCC	-4%	-6%	-15%	14%	1%	-1.0%	-3.3%	5%	10%	-2%	-0.5%
COCC(=O)N(c1ccc(C(C)C)cc1)C1C=CS(=O)(=O)C1 (configuration not stated)	4%	2%	0%	8%	-8%	-0.2%	-1.7%	6%	7%	2%	-0.8%
Cc1nnc(NC(=O)CSc2nnc(Cc3ccccc3)n2-c2ccccc2)s1	2%	2%	u	13%	-4%	7.3%	0.5%	3%	-12%	-4%	0.9%
CCCOC(=O)Nc1sc2c(c1C(=O)OCC)CCC2	-2%	u	u	-12%	-1%	-0.7%	1.0%	-9%	-25%	-2%	-0.9%
CC(C)CNS(=O)(=O)c1ccc(CCC(=O)N2CCOCC2)cc1	-3%	-4%	1%	4%	2%	-0.4%	-0.4%	-7%	4%	4%	-1.4%
CCC(=O)c1ccc(OCC(O)CN2CCOCC2)cc1 (configuration not stated)	2%	-2%	2%	2%	-8%	1.3%	-2.2%	1%	10%	-2%	0.6%
O=C1C=C[C@@H](O)[C@H]2[C@@H]3C(=O)N(C[C@@H]4CCCO4)C(=O)[C@@H]3CC[C@H]12	x	x	x	x	x	2.0%[9.22 µM]	2.5%[15.4 µM]	8%[11.4 µM]	8%[11.4 µM]	x	1.5%[15.4 µM]
O=C(c1cccc(Cl)c1Cl)N1CCN(c2ccccn2)CC1	-4%	-3%	-2%	4%	-4%	-0.2%	-1.0%	-2%	6%	-5%	-2.2%
CC(=O)N1CCN(C(=O)CNc2cc(C(F)(F)F)ccc2OCC(F)(F)F)CC1	2%	-2%	2%	6%	-12%	-0.7%[57.5 µM]	0.0%	-8%	3%	4%	1.3%
O=C(c1ccc(N2CCCCS2(=O)=O)cc1)N1CCN(c2ccc(N3CCOCC3)nn2)CC1	x	-3%[2.3 µM]	3%	x	0%	-0.3%	-0.8%	u	4%	-5%	0.7%
N#Cc1ccc(NC(=O)c2cc3cc4c5c(c3oc2=N)CCCN5CCC4)cc1	10µM*	0%	u	44%[activator]	18%	0.2%	8.6%	1%	u	15%	-1.7%
O=C(c1cc(C2CC2)on1)N1CCN(c2ccc(F)cc2)CC1	0%	-2%	-6%	x	-6%	-0.4%	-6.5%	-10%	-6%	-3%	-0.8%

This is a subset. The share of hits here may be higher or lower than overall.
